NadD inh: inhibitors of Staphylococcus aureus NadD | inhibition, % at 20 µM | AID 602399 | purified NadD enzyme, colorimetric absorbance read-out | actives 0.78% (n = 360,000); in the data active means inhibition above about 26%; further: some compounds past the cut are filed as inactive
DNMT1 inh: DNMT1 (human) enzyme inhibition | P26358 | DNMT1 molecular beacon, Hinp1I cleavage, fluorescence | inhibition (reported as % activation of signal), % at 10 µM | actives 0.83% (n = 360,000); in the data active means inhibition above about 50%
CSN inh: blocks human CSN-mediated cullin deneddylation; actives 0.38% (n = 360,000); AID 651999; inhibition, % at 12.5 µM; Q92905; Purified CSN, SCF-Nedd8-OG deneddylation, fluorescence polarization;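 active means pattern-corrected inhibition above about 35%, with an unprinted fluorescence ratio check between 0.5 and 1.5, limit read from the data, passing the limit was not always enough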;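 further: 0% = enzyme with substrate and 100% = substrate without enzyme; some results filed as inactive read as strong as hits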
Target sequence (Q92905 whole entry, looked up, one chain of several): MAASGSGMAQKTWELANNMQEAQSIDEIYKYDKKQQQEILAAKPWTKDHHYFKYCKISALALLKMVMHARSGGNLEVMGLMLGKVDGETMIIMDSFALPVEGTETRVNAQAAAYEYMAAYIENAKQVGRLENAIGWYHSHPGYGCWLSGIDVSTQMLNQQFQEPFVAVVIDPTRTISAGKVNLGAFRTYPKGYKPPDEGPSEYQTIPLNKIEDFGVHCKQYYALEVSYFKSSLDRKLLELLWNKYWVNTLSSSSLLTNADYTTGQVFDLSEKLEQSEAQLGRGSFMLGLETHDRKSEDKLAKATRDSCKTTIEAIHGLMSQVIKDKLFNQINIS
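Assay system: purified human Csn5 enzyme expressed in HEK293T cells; measure: % inhibition; also added: SCFSkp2-Nedd8OG substrate at 10 nM final; technique: fluorescence polarization; times: reaction 90 min, room temperature; medium: Tris buffer pH 7.5, NaCl, DTT, Tween-20, trehalose, ovalbumin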
STEP block: inhibitors of human striatal-enriched phosphatase STEP; P54829; recombinant STEP, OMFP fluorogenic substrate, fluorescence; inhibition, % at 20 µM; actives 0.25% (n = 360,000);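 active means inhibition at 20 µM, scaled per plate between control wells, above about 37%, limit read from the data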;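 further: 0% = DMSO with enzyme and substrate and 100% = substrate only without enzyme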
Target sequence (P54829 whole entry, looked up): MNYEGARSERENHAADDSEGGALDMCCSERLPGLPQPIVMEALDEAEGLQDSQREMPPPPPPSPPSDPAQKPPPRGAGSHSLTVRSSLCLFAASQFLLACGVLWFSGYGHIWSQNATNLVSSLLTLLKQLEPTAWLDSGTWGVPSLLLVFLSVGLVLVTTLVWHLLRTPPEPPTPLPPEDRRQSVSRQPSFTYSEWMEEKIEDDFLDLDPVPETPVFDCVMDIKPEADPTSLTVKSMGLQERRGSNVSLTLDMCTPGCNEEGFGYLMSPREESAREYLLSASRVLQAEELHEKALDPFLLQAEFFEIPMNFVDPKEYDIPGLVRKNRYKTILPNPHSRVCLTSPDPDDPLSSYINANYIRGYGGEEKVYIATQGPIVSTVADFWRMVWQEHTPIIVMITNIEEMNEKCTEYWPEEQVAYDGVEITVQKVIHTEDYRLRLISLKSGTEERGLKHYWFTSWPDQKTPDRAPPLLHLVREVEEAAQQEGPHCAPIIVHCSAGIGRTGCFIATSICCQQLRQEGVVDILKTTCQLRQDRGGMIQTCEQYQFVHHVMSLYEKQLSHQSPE
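Assay system: isolated STEP enzyme / Timing: 20 min at room temperature, dark / Doses: 20 µM, 1% DMSO / Technique: fluorescence intensity, excitation 480 nm, emission 540 nm / Reagent: fluorogenic phosphatase substrate OMFP at 25 µM final / Measure: percent inhibition scaled to no-enzyme and uninhibited-enzyme controls, plate-pattern corrected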
Neddyl block: cullin neddylation inhibition. TR-FRET cullin neddylation, biochemical. calls only at 25 µM. actives 0.58% (n = 360,000); in the data active means inhibition above about 36%
Rpn11 inh: inhibitors of human proteasome Rpn11 | actives 0.59% (n = 360,000) | AID 588493 | human 26S proteasome, Ub4-pepOG fluorescence polarization; 20S core pre-blocked with epoxomicin | calls only at 20 µM | O00487;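 active means inhibition at 20 µM, scaled to each plate's controls, above about 33%, limit read from the data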
Rin1 Abl inh: inhibitors of human Rin1-Abl protein interaction; TR-FRET Rin1/Abl binding, biochemical; inhibition, % at 7.35 µM; actives 0.4% (n = 360,000); in the data active means inhibition above about 5%, passing the limit was not always enough
Scp1 inh: blocks human Scp-1 phosphatase activity; AID 493091; inhibition, % at 20 µM; Recombinant Scp1, phosphopeptide, malachite green phosphate absorbance; Q9GZU7; actives 0.88% (n = 340,000);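 active means inhibition above about 50% at 20 µM, limit read from the data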;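 further: plate controls were DMSO wells with enzyme for no effect and wells lacking enzyme for full effect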
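Test system: SCP-1 phosphatase catalytic domain, residues 76-261 | Compound dosing: One concentration, 20 µM, with 1.0% DMSO | Schedule: 45 min room-temperature reaction, 5 min colour, 30 min stabiliser | Detection: Absorbance at 630 nm | Read-out basis: % inhibition of SCP-1 phosphate liberation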
SUMO1-SIM PPI: alters human SUMO1 binding to SIM partners; SUMO1 binding to a labelled peptide, TR-FRET, 1 h; inhibition, % at 20 µM; actives 0.33% (n = 360,000); AID 602429; in the data active means inhibition above about 37%
Target sequence (P63165 whole entry, looked up): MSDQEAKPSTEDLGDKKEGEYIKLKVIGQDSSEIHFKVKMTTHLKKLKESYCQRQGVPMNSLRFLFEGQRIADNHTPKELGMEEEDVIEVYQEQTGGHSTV
LMPTP block: LMPTP (human) inhibition; actives 0.22% (n = 360,000); AID 651560; recombinant LMPTP-A, OMFP fluorogenic substrate, fluorescence intensity; inhibition, % at 20 µM; P24666;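 active means compounds that cut the enzyme signal by at least half of the control window in the single-dose screen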;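 further: plate controls were DMSO wells with enzyme plus substrate for no effect and substrate without enzyme for full effect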
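Assay system: LMPTP-A, protein tyrosine phosphatase of low molecular weight / Medium: pH 6.0 Bis-Tris buffer with DTT and Triton X-100 / Schedule: 50 min enzyme reaction at room temperature, protected from light / Measured by: endpoint fluorescence intensity from OMFP dephosphorylation / Read-out basis: % inhibition relative to no-enzyme and uninhibited control wells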
* marks the source's active call; other numbers are inactive results; i = inactive; / = not tested or not shown; + = active, no number.

SUMO1-SIM PPI,Rpn11 inh,NadD inh,Rin1 Abl inh,STEP block,Neddyl block,Scp1 inh,CSN inh,DNMT1 inh,LMPTP block,Molecule
-3.2,i,2.1,-3.8,3.1,i,-8.1,1.5,0.2,-0.9,COCCCn1c(Cc2csc(Nc3ccccc3)n2)nnc1SCC(N)=O
2.4,i,-5.1,-1.9,-3.9,i,-1.9,3.0,-13.9,-0.6,Cc1sc(NC(=O)c2ccccc2F)c(CN2CCCCC2C)c1C (stereo not given)
-0.9,i,-3.6,0.0,0.4,i,-1.2,-3.8,2.5,-2.3,CCOC(=O)CN1CC23C=CC(O2)C(C(=O)NCc2ccc(C)cc2)C3C1=O (stereo not given)
-2.1,i,6.2,1.1,15.7,i,3.0,-16.6,-7.5,-2.3,CCOc1ccc(OCc2cccc(C(=O)Nc3ccc(CN4CCCCC4)cc3)c2)cc1
4.8,i,-5.4,-0.5,5.1,/,-10.0,0.4,-1.1,-0.8,CCOc1ccc2[nH]c3c(NCCO)ncnc3c2c1
5.7,/,3.1,/,/,i,/,-3.8,/,3.4,COC(=O)[C@]12CCCCC=C1N(Cc1ccc(Cl)cc1Cl)C(=O)[C@H](CC(=O)NCCC(C)C)C2
2.9,i,-1.6,1.7,0.6,i,-10.8,-1.7,-3.9,0.2,CC(Sc1nc2c(c(=O)n(C)c(=O)n2C)n1Cc1cc2c(cc1Cl)OCO2)C(=O)O (stereo not given)
1.0,i,-3.3,-0.1,1.6,i,-8.3,-1.6,-0.6,-1.1,O=C(NCCN1CCN(C(=O)c2ccc(Br)cc2)CC1)c1ccc(Br)cc1
-12.3,i,-8.3,5.0,-1.7,i,-5.2,-0.9,1.6,0.1,C=C1CCN([C@@H](CC(C)C)C(=O)NCc2ccc(Cl)cc2)S(=O)(=O)c2ccccc21
-3.2,i,0.3,2.9,-0.5,i,2.2,0.0,-3.0,0.5,Cc1ccc2c(c1)N(Cc1ccccn1)C(=O)C(C)O2 (stereo not given)
-15.6,i,12.5,-1.2,-7.8,i,5.6,2.7,-7.4,0.8,CCC(C)n1cnc2c(c1=O)c1nc3ccccc3nc1n2Cc1ccccc1OC (stereo not given)
-36.0,i,3.5,-1.2,-0.9,i,5.0,1.8,-0.7,-0.5,Cc1ccc(NC(=O)CSc2nnc3ccc(-c4ccncc4)nn23)cc1
-1.5,i,-0.3,-1.2,-0.8,i,-5.0,-6.5,2.2,0.0,COc1ccc(-c2nnn(-c3ccc(Cl)cc3Cl)c2N)cc1
0.0,i,-0.8,4.0,1.4,i,2.5,-0.3,-1.6,-2.2,CC(Sc1nc(-c2ccccc2)cc(C(F)(F)F)n1)C(=O)Nc1sc2c(c1C(N)=O)CCC2 (stereo not given)
-5.2,i,3.1,-0.4,1.0,i,-6.0,0.5,-2.6,-0.6,CCOC(=O)CSc1nnc(Cc2cc(=O)[nH]c(=O)[nH]2)n1-c1cccc(OC)c1
-9.2,i,0.6,0.1,0.1,+,4.5,1.0,2.9,2.4,CC(C)n1cc(/C=N/Nc2ccc(C(=O)O)cc2)c2ccccc21
0.8,i,-0.5,0.4,0.3,i,-5.7,-0.6,-0.4,-0.8,COc1ccc(C(=O)COC(=O)c2ccccn2)cc1OC
5.8,i,0.9,3.4,-0.4,i,-8.0,0.5,12.0,-0.9,Cc1noc(C)c1NC(=O)N(C)C[C@H]1Oc2ccc(NC(=O)Cn3cnnn3)cc2C(=O)N([C@H](C)CO)C[C@@H]1C
1.2,i,-0.2,2.4,-9.4,i,-3.4,-6.7,0.1,-0.2,Cc1ccc(CN2CCN(C(=O)c3ccco3)CC2)cc1
-1.3,i,4.2,1.5,1.6,i,-7.1,-2.1,1.4,-1.0,COc1cccc(NC(=O)COC(=O)C2C3CC4OC(=O)C2C4C3)c1 (stereo not given)
3.5,i,6.5,1.6,-1.1,i,/,1.6,-0.8,-0.5,O=C(CCN1C(=O)CC1c1ccco1)N1CCOCC1 (stereo not given)
2.2,i,1.3,2.3,9.4,i,-1.9,1.2,4.9,0.4,Cc1nc2nc[nH]n2c(=O)c1NS(=O)(=O)c1ccc(C(C)(C)C)cc1
-4.2,i,2.7,-1.9,0.3,i,-4.3,7.5,2.5,0.1,CSc1nc2ccc(S(=O)(=O)N3CCCC3)cc2s1
2.5,i,-5.5,2.9,0.3,i,-8.0,-2.1,1.8,1.7,COc1ccc(-c2nnc(NC(=O)C3CC3)o2)cc1
3.1,i,-3.9,0.5,-2.1,i,-4.8,6.9,-2.5,0.6,CN(CC(=O)N1CCc2ccccc21)S(=O)(=O)c1cccs1
1.7,i,3.2,-1.3,-1.5,i,3.8,3.2,-0.8,-2.0,O=C(CCC(=O)NC1CCCCC1)Nc1cccnc1
1.7,i,-3.8,-2.2,1.1,i,0.2,1.9,-0.5,-1.0,O=C(NCCCN1CCCC1=O)c1cccc(C(F)(F)F)c1
-10.8,i,3.8,3.1,1.9,i,5.9,3.6,1.7,0.5,COCC(=O)Nc1c(C(=O)Nc2ccc3c(c2)OCO3)oc2ccccc12
0.9,i,-0.8,3.0,-0.5,i,5.0,7.3,-3.1,1.4,COc1ccc(S(=O)(=O)N2CCCCCC2)cc1NC(=O)CN1C(=O)NC(C)(c2ccccc2)C1=O (stereo not given)
-8.3,i,2.6,3.8,-1.9,i,1.2,7.9,-2.2,2.4,COc1ccc(NC(=O)CSc2nc3ccccc3n2-c2ccccc2)c([N+](=O)[O-])c1
-0.8,i,8.7,-0.5,-4.3,i,95.7*,1.2,3.3,-1.5,COc1ccc(NC(C)=[N+](C)CCNS(=O)(=O)c2ccc(Cl)cc2)cc1
5.9,i,-5.0,4.2,-0.8,i,-12.8,4.6,-2.7,0.0,COc1ccc(S(=O)(=O)N2CCC3(CC2)OCCN3S(=O)(=O)c2cccs2)cc1
2.0,i,1.9,-2.1,-3.7,i,-5.3,-1.4,0.3,0.0,CCc1c(C)nc(SCC(=O)Nc2c(C)n(C)n(-c3ccccc3)c2=O)[nH]c1=O
-4.0,i,-1.1,-1.3,-1.3,i,2.0,0.5,-6.8,-0.2,COc1ccc(Br)cc1/C=C/C(=O)NCC(=O)O
-15.8,i,-3.1,-0.4,-1.6,+,0.2,-2.2,1.6,0.4,CC1(C)Cc2c(sc3nc(-c4cccs4)n(N)c(=O)c23)CO1
25.9,i,2.2,3.2,28.2,i,52.0*,23.2,90.6*,0.0,O=C(/C=C/c1ccco1)NC(=S)Nc1ccc(C(=O)O)cc1
-0.8,i,-6.6,2.4,-0.8,i,60.4*,-4.1,7.3,-1.5,CCCN1C(=O)c2cc(C(=O)NC3CCCCCC3)ccc2C1O (stereo not given)
-33.6,i,-8.4,-9.7,4.2,i,11.8,-2.4,34.8,25.5,COc1ccc(Nc2c3ccccc3nc3ccccc23)cc1
-1.1,i,4.8,2.1,5.1,i,-8.7,-0.7,0.3,0.3,CC(C)=CCN1CCNC(=O)C1CC(=O)NCc1nc(C)c(C)s1 (stereo not given)
-6.7,i,0.1,-2.7,1.6,i,0.1,1.1,-4.4,0.6,CCOC(=O)c1c(NC(=S)Nc2ccc(C)cc2)sc2c1CCC2
8.8,i,-12.6,2.4,1.2,i,/,7.8,-4.0,2.2,CC1(C(=O)Nc2ccc3c(c2)OCCO3)CCN1C(=O)c1ccccc1CCc1ccccc1 (stereo not given)
0.9,i,-1.8,0.0,-4.3,i,-9.0,-1.8,-1.4,-0.3,Cc1c(C(=O)Nc2ccccc2)sc2ncn(CC(=O)N3CCCCC3)c(=O)c12
0.8,/,-7.2,/,/,i,/,-3.9,/,4.9,COc1ccccc1C(=O)NCCN1CCC(n2c(=O)[nH]c3ccccc32)CC1
-1.3,i,-4.4,-1.6,-1.4,i,-5.3,-4.6,-3.2,0.7,O=C(/C=C/c1ccc(Cl)cc1)N(c1ccccn1)C1CCCCC1
1.5,i,-2.8,2.4,-0.2,i,-2.4,-1.0,2.9,-0.2,COc1cccc(NC(=O)CN(C)C(=O)CSc2ccc3c(c2)OCCO3)c1
17.0,i,3.0,-0.8,1.8,i,-6.6,8.6,-17.1,1.1,Cc1nc2c(-c3ccc(F)cc3)c(C)nn2c(C)c1CCC(=O)NC(C)CCc1ccco1 (stereo not given)
-2.9,i,-2.2,3.0,-0.5,i,-4.1,0.6,-2.6,0.3,CCn1c(SCC(=O)NCc2cccs2)nnc1-c1cccs1
-2.4,i,-4.0,-2.1,-2.0,i,-0.7,-2.3,0.8,-0.7,C/C(=N\N1CCN(c2ccccc2)CC1)c1ccncc1
7.8,i,5.0,3.4,0.1,i,-10.5,3.0,-0.2,0.4,CCOC(=O)CSc1nc(C(C)(C)C)cc(C(F)(F)F)c1C#N
-0.2,/,/,/,/,i,/,7.2,/,-0.5,COC(=O)[C@]12CCCCC=C1N(Cc1ccc3c(c1)OCO3)C(=O)[C@H](CC(=O)NCc1ccc(OC)c(OC)c1)C2
1.2,i,-1.2,0.2,20.7,i,95.6*,2.6,-2.1,41.8,O=C(N/N=C/c1cccc(OC2CSC2)c1)c1ccccc1O
4.0,i,3.5,0.6,-0.5,i,-2.2,-2.4,-6.8,4.3,Cc1ccc(NC(=O)c2cccc(S(=O)(=O)N3CCCc4ccccc43)c2)nc1
0.2,i,-4.0,-3.0,2.5,i,0.2,-1.4,-2.8,-1.0,Cc1ccc(CNC(=O)c2cccc(-n3cnnn3)c2)cc1
4.1,i,-8.2,2.9,-0.2,/,4.8,5.3,-21.2,3.5,CCOCc1c(C(=O)Nc2ccc3nc(N4CCOCC4)sc3c2)oc2ccccc12
-13.0,i,4.1,1.9,-0.2,i,-9.6,1.0,-0.5,-0.3,O=C(COC(=O)Cc1ccc(Br)cc1)NC1CCCC1
-1.1,i,-0.4,-1.8,-3.9,i,-2.1,0.7,-8.3,-0.3,CCn1nc(C)c(C2C(C#N)=C(N)Oc3n[nH]c(C)c32)c1C (stereo not given)

Part of the list above, as tab-separated lines.
molecule	SUMO1-SIM PPI	Rpn11 inh	NadD inh	Rin1 Abl inh	STEP block	Neddyl block	Scp1 inh	CSN inh	DNMT1 inh	LMPTP block
O=C(COC(=O)Cc1ccc(Br)cc1)NC1CCCC1	-13.0	i	4.1	1.9	-0.2	i	-9.6	1.0	-0.5	-0.3
CCOC(=O)CSc1nc(C(C)(C)C)cc(C(F)(F)F)c1C#N	7.8	i	5.0	3.4	0.1	i	-10.5	3.0	-0.2	0.4
CCOCc1c(C(=O)Nc2ccc3nc(N4CCOCC4)sc3c2)oc2ccccc12	4.1	i	-8.2	2.9	-0.2	/	4.8	5.3	-21.2	3.5
Cc1ccc(NC(=O)c2cccc(S(=O)(=O)N3CCCc4ccccc43)c2)nc1	4.0	i	3.5	0.6	-0.5	i	-2.2	-2.4	-6.8	4.3

Source: PubChem
